HT1080 cytotoxicity: HT1080 cell viability loss – fluorescence readout (AID 620); cytotoxicity, % at 10 µM; hits with a dose series show EC50 in µM; HT1080 viability, fluorescence; higher % means a stronger effect; 87,000 tested, 0.42% active; in the data active means cytotoxicity above about 50%;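 further: cells exposed to compound overnight then 4 h with Alamar Blue; 0% = vehicle DMSO and 100% = killing control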
* hit, by the source's call. A portion of the library; the hit share may differ from the screen's.

SMILES	HT1080 cytotoxicity
COc1cc(/C=C(/C(=O)c2cccs2)c2nc3ccccc3[nH]2)ccc1O	18%
Cn1c(N)c(C(=O)COC(=O)C2=COCCO2)c(=O)n(C)c1=O	30%
CCc1ccc(C2=CC(c3cc(Br)ccc3F)n3ncnc3N2)cc1 (stereo not drawn)	45%
Cc1ccccc1N1C(=O)c2ccccc2N2C(=O)c3ccccc3C12 (stereo not drawn)	-10%
COC(=O)C1=C(O)/C(=C\c2cc(C)n(-c3ccccc3C)c2C)N=C1C	23%
CSc1nsc(SC)c1NC(=O)N1CCCCC1	2%
CCOC(=O)c1sc(C)c2c1NC(c1ccc(N(C)C)cc1)NC2=O (stereo not drawn)	26%
Cc1cc(C)c(C#N)c(SCC(=O)C(C)(C)C)n1	3%
COc1cccc(NC(=O)CN2CCC(C)CC2)c1	-15%
CC(=O)N1CC=CC1(CC(C)C)C(=O)NCCc1c[nH]c2ccccc12 (stereo not drawn)	-29%
CSc1ccccc1NC(=S)Nc1ccccc1C(F)(F)F	1%
Cc1ccccc1C(=O)N=c1sccn1C	5%
COc1ccc(OCC(=O)NCCCN2CCOCC2)cc1	-2%
CCOC(=O)c1c(C)sc2c1N(C(C)=O)c1cc(Cl)ccc1S2	18%
COc1ccc(C2CC(c3c(-c4ccccc4)c4cc(Cl)ccc4[nH]c3=O)=NN2S(C)(=O)=O)cc1 (stereo not drawn)	-1%
COC(=O)c1[nH]c2cccc(OC)c2c1NC(=O)CN(C)CC1OCCO1	0%
CC1=C(C(=O)NCc2ccccc2)C(c2cc(Br)cc(Br)c2OC(C)C)NC(=O)N1 (stereo not drawn)	-8%
Cc1ccc(Cn2nnnc2CN2CCC(NC(=O)c3ccccc3F)CC2)cc1	-10%
O=C1c2ccccc2CCC12N=NCC2c1ccccc1 (stereo not drawn)	-3%
CCOC(=O)C(=O)Nc1nnc(C2CCCCC2)s1	-16%
N#CC1=C(N)SC(N)=C(C#N)C1C1C=CCCC1 (stereo not drawn)	-8%
COc1ccc(N2CCN(S(=O)(=O)c3cccc4nsnc34)CC2)cc1	26%
CCc1ccc(NC(=O)Cn2nc(C(F)(F)F)c3c2CCC3)cc1	-15%
Cc1nn2c(N3CCN(C4CCCC4)CC3)cc(C(C)(C)C)nc2c1-c1ccccc1	-5%
O=C(NCc1ccc2c(c1)OCO2)C1CC(c2ccc(Cl)c(Cl)c2)=NO1 (stereo not drawn)	-19%

The list goes on:
SMILES	HT1080 cytotoxicity
COc1ccc(S(=O)(=O)CCC(=O)NCCc2ccc(Cl)cc2)cc1	-5%
O=C(Nc1ncc(Cc2cccc(Cl)c2)s1)c1cccs1	-21%
COc1ccc(/C=c2/sc3n(c2=O)NC2(c4ccccc4)N(C)C(=O)N(C)C2(c2ccccc2)N=3)cc1 (stereo not drawn)	-6%
Cc1ccc(C(C(=O)NC2CCCC2)N(C(=O)CNC(=O)c2cccs2)c2cccnc2)o1 (stereo not drawn)	15%
CCOC(=O)c1c(C)sc2c1N(C(=O)CN(CC)CC)c1ccccc1S2	-14%
Cn1nc(C(=O)N2CCc3ccccc3C2)c2ccccc2c1=O	8%
CCOC(=O)CSc1nc2c(sc(=S)n2-c2ccccc2OC)c(=O)n1Cc1ccco1	27%
O=C(NCc1ccccc1)C1CCCN(S(=O)(=O)c2cccs2)C1 (stereo not drawn)	-6%
COc1ccc(N=Cc2c(O)n(-c3cccc(C)n3)c(=O)c3ccccc23)cc1	-16%
COC(=O)c1sc(NC(=O)COc2ccc(OC)cc2)nc1C	1%
CC1=C(C(=O)OCc2ccccc2)C(c2ccc(N(C)C)cc2)NC(=O)N1 (stereo not drawn)	7%
O=C(/C=C/c1ccco1)NC(=S)Nc1ccccn1	-13%
CC(=O)c1ccc(NC(=O)Nc2cccc(Cl)c2)cc1	11%
Cn1cnnc1SC(C(=O)Nc1cc(Cl)cc(Cl)c1)c1ccccc1 (stereo not drawn)	-11%
CN(C)S(=O)(=O)c1cccc(NC(=O)Cn2cnc3ccccc3c2=O)c1	-15%
O=C(CCSCCc1ccccn1)Nc1ccc(Br)cn1	1%
CCC(CO)n1c(SCc2cc(=O)oc3cc(C)ccc23)nc2ccccc2c1=O (stereo not drawn)	-16%
CCCCN1C(=S)SC(C)(C)C1/[N+]([O-])=C/c1cccnc1 (stereo not drawn)	-3%
CC1CCN(CC(=O)N2CC(=O)Nc3ccccc32)CC1	1%
COC(=O)c1cc2sc(Cl)cc2n1CC(=O)NCCC(C)C	3%
Cc1cccc(NC(=O)CSc2nnc(C)n2Cc2ccccc2)c1	17%
C=C(C)c1cccc(C(C)(C)NC(=O)N2CCCC2)c1	-18%
Cc1nnc(-n2ncc(C#N)c2N)c2nn(-c3ccccc3F)c(C)c12	2%
O=C(Nc1cccc(Cl)c1)Nc1ccccc1C(=O)NCc1ccco1	-7%
Cc1ccc(OCc2nnc(SCC(=O)Nc3cccc4ccccc34)n2-c2ccccc2)cc1	1%

More records:
SMILES	HT1080 cytotoxicity
CCOC(=O)CN(C(=O)CSc1nnc(Cc2ccccc2)n1-c1ccc(C)cc1)c1ccccc1	-9%
O=C1c2ccccc2N2C(=O)c3ccccc3[C@H]2N1c1ccccc1	-3%
C=CCC(NC(C)c1ccccc1)c1ccco1 (stereo not drawn)	-10%
CC1=C(C)CC(C(=O)NCCc2ccccc2)C(C(=O)O)C1 (stereo not drawn)	0%
CCCCCn1c(=O)c(C(=O)c2ccccc2)nc2ccccc21	-10%
CCn1c(SCC(=O)Nc2ccccc2)nc2c1c(=O)n(C)c(=O)n2C	-2%
CC(C)(C)Nc1nc(N2CCCC2)nc(N2CCCC2)n1	-28%
O=S(=O)(N1CCCCC1)N1CCN(c2ccccc2F)CC1	-7%
COc1ccc(OC)c(C2=NOC(C(=O)N3CCCc4ccccc43)C2)c1 (stereo not drawn)	-9%
CCCc1nc2ccccc2c(=O)n1N	4%
Cc1ccc(N(CC(=O)Nc2cc(C)cc(C)c2)S(=O)(=O)c2cccc3nonc23)cc1	4%
COc1ccccc1OCC(=O)N/N=C1\CCc2ccccc21	-12%
Cc1ccc(-c2noc(CSc3nnc(-c4ccncc4)n3-c3ccc(F)cc3)n2)cc1	17%
CCn1c(NC(=O)C2CCCCC2)nc2ccccc21	4%
CCOC(=O)C1CCN(Cc2oc(CO)cc(=O)c2O)CC1	-1%
CCCCCCCCCCOC(=O)c1csc2nnsc12	-8%
COC(=O)C(C)N(C#N)c1nc(NC(C)C)nc(SC)n1 (stereo not drawn)	-21%
CS(=O)(=O)N(CC(=O)Nc1ccccc1C(=O)N1CCOCC1)c1ccccc1	-2%
COc1ccc(NS(=O)(=O)c2cccc(-c3nnc(-c4ccccc4)o3)c2)cc1	-8%
CCCCCCC1CC(CSC(=N)N)OC1=O (stereo not drawn)	3%
CCC(C)NC(=O)NC(=O)N(C1CCCCC1)S(C)(=O)=O (stereo not drawn)	4%
Cc1ccc(/C=c2/sc3n(c2=O)CCCN=3)o1	6%
O=C(CNC(=O)c1ccc(Br)cc1)NCCc1nc2ccccc2[nH]1	-4%
CN(C)c1ccc(NC2=C([N+](=O)[O-])CS(=O)(=O)C2)cc1	2%
Cc1c(NC(=O)CSc2cccc3cccnc23)c(=O)n(-c2ccccc2)n1C	0%

Remaining list, next part:
SMILES	HT1080 cytotoxicity
C=CCNC(=S)/N=c1\sccn1C	-5%
CC(C)(C)NC(=O)c1cc(F)c(F)cc1Cl	16%
O=C1NC2(CCCCCC2)N=C1c1ccc(F)cc1	-7%
COc1ccc(-c2nnc(SCc3cccc(C)c3)n2N)cc1	-13%
CN(CC(=O)O)S(=O)(=O)c1ccc(F)cc1	2%
COc1ccc(Cn2c(CCC(=O)Nc3ccccc3)nc3cccnc32)cc1	6%
COc1ccc(CCN2CC34C=CC(O3)C(C(=O)NCc3ccccc3Cl)C4C2=O)cc1OC (stereo not drawn)	5%
CC(=O)c1ccc(NC(=O)Nc2ccc3c(c2)N(C)C(=O)CS3)cc1	4%
CC(=Nc1ccccc1)c1sc2ccccc2c1O	-15%
CC(C)C(=O)c1cn(CC(=O)N2CCCc3ccccc32)c2ccccc12	-10%
O=CN1CCc2scc[n+]2-c2ccccc21	-11%
Cc1cc(Br)ccc1OCC(=O)N1CCCCCC1	-8%
CCc1cc(C)c(O)c(CC)n1	-4%
CC(C)N1CC(C(=O)Nc2ccccc2)CC1=O (stereo not drawn)	-2%
CC(C)NC(=O)CCCOc1ccc(Cl)cc1Cl	-14%
Cc1ccc(C2=N/C(=C\c3cccs3)C(=O)N2Nc2ccccc2)cc1	-9%
COc1cc(C(=O)OCC(=O)Nc2cc(C)on2)cc(OC)c1OC	8%
CCCOc1ccc(C(C)=O)cc1CC(C(N)=O)C(N)=O	3%
O=C(CCc1ccccc1)Nc1ccc(N2CCOCC2)c(Cl)c1	-6%
COc1ccc(C(=O)N2CCN(C3CCN(Cc4ccccc4)CC3)CC2)cc1OC	1%
Cc1cccc(NC(=O)Cn2cc(C(=O)c3ccco3)c3ccccc32)c1	-1%
CC1CCN(S(=O)(=O)c2csc(C(=O)Nc3ccccc3)c2)CC1	-3%
Cc1ccc2c(c1)cc(CN(Cc1ccc3c(c1)OCO3)C(=O)c1ccccc1)c1nnnn12	0%
CC1C(=NO)C(C)C(c2ccccc2)NC1c1ccccc1 (stereo not drawn)	10%
O=C1CC(C(=O)Nc2ccccc2)C2(CCCCC2)O1 (stereo not drawn)	-6%

(continued)
SMILES	HT1080 cytotoxicity
CS(=O)(=O)N(Cc1ccccc1)c1ccc(C(=O)NCc2cccnc2)cc1	-4%
OCCN1CCN(Cc2cc(Cl)c3cccnc3c2O)CC1	-4%
O=c1cc2c(nn1Cc1c(Cl)cccc1Cl)-c1ccccc1CC2	2%
NCCN=C1NS(=O)(=O)c2ccccc21	19%
Cc1ccc(Nc2c(N)c(=O)oc3ccccc23)cc1	12%
Clc1ccc(CCNc2nc3ccccc3s2)cc1	-5%
CCOc1ccc2c(=O)c(Oc3ccccc3)c(C)oc2c1	-4%
O=C(Nc1ccccc1C(=O)NCCCn1ccnc1)c1ccc(Cl)cc1Cl	1%
C=CCN1C(=O)C2(NNc3ccccc3O2)c2ccccc21 (stereo not drawn)	-3%
CC(C)Sc1nc2ccccc2n1CC(=O)NCc1ccc2c(c1)OCO2	-6%
O=C(Oc1cccc(NC(=O)c2ccco2)c1)c1cccc(S(=O)(=O)N2CCCCC2)c1	-10%
CCCCC1CCC(C(=O)Nc2ccc(S(=O)(=O)Nc3nccs3)cc2)CC1 (stereo not drawn)	-2%
CCSc1nc(N2CCCCC2)c2c(c1C#N)CCCC2	-30%
CCCC/S(CC1CC1(Cl)Cl)=N\S(=O)(=O)c1ccc(C)cc1 (stereo not drawn)	-3%
CCC(C)NS(=O)(=O)c1ccc(OCC(=O)Nc2ccc3c(c2)OCCO3)cc1 (stereo not drawn)	-6%
CCc1ccc2c(CC(=O)Nc3nnc(C4CC4)s3)coc2c1	-3%
COc1nc(N(CC(N)=O)S(=O)(=O)c2ccccc2)nc(C)c1Cl	2%
COC(=O)COc1ccc(S(=O)(=O)N2CCc3ccccc3C2)cc1	23%
CCCCCCCCCCS(=O)(=O)N/N=C/c1ccc([N+](=O)[O-])cc1	10%
NNC(=O)C1=NOC(CNc2ncc(C(F)(F)F)cc2Cl)C1 (stereo not drawn)	-12%
CSc1cc(-c2ccccc2)n(Cc2c(Cl)cccc2Cl)c(=O)c1C#N	59%*
O=C(OCC(=O)N1CCc2ccccc21)c1cccnc1Cl	-3%
CCOC(=O)C1CCCCN1Cc1cccc(F)c1 (stereo not drawn)	1%
C=C(C)c1cccc(C(C)(C)NC(=O)N(Cc2ccccc2)Cc2ccco2)c1	-5%
O=C(NCCCCCCNC(=O)c1ccc(Br)s1)c1ccc(Br)s1	0%
CCOC(=O)CNC(=O)c1sc(NC(=O)c2ccccc2)nc1C	17%
Cc1c(-c2ccccc2)nc(N)c(C#N)c1-c1cccs1	-5%
CC(C)Cn1c(-c2nn(C)cc2Cl)n[nH]c1=S	-5%
O=c1sc2ccccc2n1COc1ccc(Cl)cc1	5%

A draw from above in order of molecular weight, lowest first.
SMILES	HT1080 cytotoxicity
NCCN=C1NS(=O)(=O)c2ccccc21	19%
CCOC(=O)C1CCCCN1Cc1cccc(F)c1 (stereo not drawn)	1%
Cc1ccc(Nc2c(N)c(=O)oc3ccccc23)cc1	12%
CC(C)Cn1c(-c2nn(C)cc2Cl)n[nH]c1=S	-5%
O=C1CC(C(=O)Nc2ccccc2)C2(CCCCC2)O1 (stereo not drawn)	-6%
Clc1ccc(CCNc2nc3ccccc3s2)cc1	-5%
Cc1c(-c2ccccc2)nc(N)c(C#N)c1-c1cccs1	-5%
CCOc1ccc2c(=O)c(Oc3ccccc3)c(C)oc2c1	-4%
CCSc1nc(N2CCCCC2)c2c(c1C#N)CCCC2	-30%
O=C(OCC(=O)N1CCc2ccccc21)c1cccnc1Cl	-3%
OCCN1CCN(Cc2cc(Cl)c3cccnc3c2O)CC1	-4%
CCc1ccc2c(CC(=O)Nc3nnc(C4CC4)s3)coc2c1	-3%
NNC(=O)C1=NOC(CNc2ncc(C(F)(F)F)cc2Cl)C1 (stereo not drawn)	-12%
CCOC(=O)CNC(=O)c1sc(NC(=O)c2ccccc2)nc1C	17%
O=c1cc2c(nn1Cc1c(Cl)cccc1Cl)-c1ccccc1CC2	2%
COC(=O)COc1ccc(S(=O)(=O)N2CCc3ccccc3C2)cc1	23%
COc1nc(N(CC(N)=O)S(=O)(=O)c2ccccc2)nc(C)c1Cl	2%
CCCC/S(CC1CC1(Cl)Cl)=N\S(=O)(=O)c1ccc(C)cc1 (stereo not drawn)	-3%
CC(C)Sc1nc2ccccc2n1CC(=O)NCc1ccc2c(c1)OCO2	-6%
C=C(C)c1cccc(C(C)(C)NC(=O)N(Cc2ccccc2)Cc2ccco2)c1	-5%
CS(=O)(=O)N(Cc1ccccc1)c1ccc(C(=O)NCc2cccnc2)cc1	-4%
CSc1cc(-c2ccccc2)n(Cc2c(Cl)cccc2Cl)c(=O)c1C#N	59%*
O=C(Nc1ccccc1C(=O)NCCCn1ccnc1)c1ccc(Cl)cc1Cl	1%
CCC(C)NS(=O)(=O)c1ccc(OCC(=O)Nc2ccc3c(c2)OCCO3)cc1 (stereo not drawn)	-6%
CCCCC1CCC(C(=O)Nc2ccc(S(=O)(=O)Nc3nccs3)cc2)CC1 (stereo not drawn)	-2%
O=C(Oc1cccc(NC(=O)c2ccco2)c1)c1cccc(S(=O)(=O)N2CCCCC2)c1	-10%
O=C(NCCCCCCNC(=O)c1ccc(Br)s1)c1ccc(Br)s1	0%

Screens as filed in PubChem BioAssay.
